TAG inh = reduces triacylglycerol accumulation in H9c2 cells. Nile Red lipid (TAG) fluorescence; cells loaded with 200 µM oleic acid. inhibition, % at 12.5 µM. actives 0.66% (n = 230,000);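 active means pattern-corrected inhibition of lipid staining of at least 50% with the nuclear-stain viability signal not falling by more than 50%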;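 further: 0% = DMSO wells and 100% = triacsin C control wells; some results filed as inactive read as strong as hits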
TAG inh DAPI viability = also measured in TAG inh; calls as there; DAPI nuclei signal change (viability), lower = more cytotoxic, %;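 whole-well DAPI fluorescence read on a plate reader as a viability signal; minus 50 percent equals half of cells still viable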
Starred values were filed as active, the others as inactive.

SMILES	TAG inh	TAG inh DAPI viability
CC1=CC(C)(C)N2C(=O)C3(NCCc4c3[nH]c3ccccc43)c3cccc1c32 (stereo unspecified)	32	3
COc1ncnc2c1ncn2CCCNc1ccc(C)c(C)c1	-3	7
O=C(O)c1cc([N+](=O)[O-])ccc1-c1ccc([N+](=O)[O-])cc1C(=O)O	11	-3
NC(=O)c1ccc(NC(=O)COC(=O)CCCOc2ccccc2)cc1	-12	6
CCn1ccc(C(=O)NC2=C(C#N)CCC2)n1	0	-7
CC(C)(C)c1cc(NS(=O)(=O)c2ccc3c(c2)OCCO3)on1	-3	-8
CC(=O)c1cccc(NC(=O)N2C3CCC2CC(O)(c2cccnc2)C3)c1 (stereo unspecified)	10	-8
CCOC(=O)c1c(N)sc(C(=O)OCCOC)c1C	17	-7
Cc1[nH]c2ccccc2c1C1C(c2ccccc2)=NN=C(C(C)C)N1O (stereo unspecified)	-2	8
CCCN(Cc1nnc(-c2ccccc2Cl)o1)C(=O)c1cc2ccccc2o1	-11	5
CCn1c(=O)c(C(=O)NCCCO)c(O)c2ccccc21	5	1
O=C(Cc1ccccc1)Nc1nnc(-c2ccco2)s1	-9	5
CCc1ccc2c(c1)C(c1ccc(N3CCOCC3)cc1)=NNC(c1ccncc1)=N2	12	-5
CN1CCc2c(sc3nc(NN)n(Cc4ccccc4)c(=O)c23)C1	4	-7
CCOC(=O)c1c(C)[nH]c(-c2csc(C)n2)c1C	-19	9
O=C(CCc1ccccc1)Nc1cccnc1Cl	4	-5
O=C(CSc1nc2ccccc2c(=O)n1Cc1ccco1)N1CCN(c2ccccc2)CC1	3	-12
Cc1ccccc1OCC(=O)Nc1ccc(N2CCOCC2)cc1N1CCOCC1	15	-13
Cc1nc(C(=O)Nc2ccccc2Cl)cc2c1[nH]c1ccccc12	75*	0.4*
O=C(OCc1nc2ccsc2c(=O)[nH]1)c1ccco1	-3	1
CCN(CC)C(=O)CSc1nc2ccccc2c(=O)n1-c1cccc(OC)c1	-24	9
O=[N+]([O-])c1ccc(C=NN2CCNC2=S)o1	-10	1
Cc1ccc2nc3c(cc2c1)c(NS(=O)(=O)c1ccccc1)nn3CC(C)C	4	-4
Cc1[nH]c(C)c2c(=O)n(-c3ccccc3)ncc12	0	-2
C=CCN(CC=C)CCOc1ccc2ccccc2c1	-3	14

Exported as a markdown table: entries from further up.
| Molecule | TAG inh | TAG inh DAPI viability |
| --- | --- | --- |
| CCOC(=O)c1c(C)[nH]c(-c2csc(C)n2)c1C | -19 | 9 |
| O=C(OCc1nc2ccsc2c(=O)[nH]1)c1ccco1 | -3 | 1 |
| CCN(CC)C(=O)CSc1nc2ccccc2c(=O)n1-c1cccc(OC)c1 | -24 | 9 |
| C=CCN(CC=C)CCOc1ccc2ccccc2c1 | -3 | 14 |

Further structures follow.
SMILES	TAG inh	TAG inh DAPI viability
COc1ccc(CN(C)C(=O)Cn2cnc3c(SC)nc(N)nc32)cc1OC	-12	8
Cc1ccc(C)c(NC(=O)COC(=O)c2cccc(S(=O)(=O)N3CCCC3)c2)c1	-1	6
CCN(C(=O)COC(=O)CSc1ccc(C)cc1C)c1c(N)n(Cc2ccccc2)c(=O)[nH]c1=O	-6	-7
CC(C)CCn1c(N2CCC(C(N)=O)CC2)nc2c1c(=O)[nH]c(=O)n2C	-3	-6
COc1ccc(C(=O)NC(=S)Nc2ccc(Cl)cn2)cc1OC	-7	-3
COc1ccc(NC(=O)c2ccc(CN3CCc4ccccc4C3)cc2)c(OC)c1	-7	-1
CC(C)(C)C1CCC(C(=O)Nc2cccnc2)CC1 (stereo unspecified)	-13	-4
CCCc1cc(=O)[nH]c(SCC(=O)Nc2ccc(C(=O)Nc3ccccc3OC)cc2)n1	-5	9
CCn1cc(C(=O)N2CCN(Cc3ccc4c(c3)OCO4)CC2)c(=O)c2ccc(C)nc21	-65	-4
CCN1C[C@@H]2[C@@H]3C(=O)N(Cc4ccccc4)C(=O)[C@@H]3[C@](CC)(C1=O)N2C(=O)c1ccc(F)cc1	14	4
COc1cc(CC(=O)N(c2ccccc2)c2nc(C)cs2)cc(OC)c1OC	-6	-6
O=C(CC12CCC(CC1)C2)NCc1ccc2c(c1)OCO2	-12	7
Cc1cc(Nc2ccc(F)cc2)n2nc(C)nc2n1	-2	0
NC(=O)CSC1=N/C(=C\c2ccco2)C(=O)N1c1ccc(OC(F)F)cc1	6	3
CC(OC(=O)c1cccc([N+](=O)[O-])c1)C(=O)NCc1ccc2c(c1)OCO2 (stereo unspecified)	-12	2
O=C(CSc1ccccn1)N1CCNC1=O	-8	3
Cn1c(SCC(=O)NCC2CCCO2)nc2scc(-c3ccccc3)c2c1=O (stereo unspecified)	-7	-8
CC(=O)Nc1ccc(S(=O)(=O)NCC(=O)NNC(=O)COc2ccccc2Cl)cc1	1	-7
Cc1ccc2c(c1)cc(CN(Cc1ccco1)C(=O)N1CCOCC1)c1nnnn12	11	-6
COc1ccc(OC)c(NC(=O)C2(C)CCN2C(=O)CC2CC2)c1 (stereo unspecified)	5	-1
O=C(/C=C/c1ccco1)N1CCN(S(=O)(=O)/C=C/c2ccccc2)CC1	8	0
CCCNC(=O)NS(=O)(=O)c1cnccc1Sc1ccc(Cl)c(Cl)c1	-12	-8
COc1ccccc1C(=O)Nc1nc(-c2ccc3c(c2)OCCO3)cs1	3	-2
O=C(CN1C(=O)NC2(CCCC2)C1=O)Oc1ccc2ccc(=O)oc2c1	-10	9
COc1ccc(C(=O)N[C@H](C(=O)NCC2CCCCC2)C(C)C)cc1	12	4

Next part.
SMILES	TAG inh	TAG inh DAPI viability
CCc1ccccc1NC(=S)NCC1CCN(c2ccc(OC)cc2)C1 (stereo unspecified)	10	-1
C/C(=N\N1C(=O)c2ccccc2NC1c1ccccc1)c1ccccc1O (stereo unspecified)	21	-20
Cn1c(CSc2ncn[nH]2)nc2ccccc21	-9	8
COc1ccc2[nH]c(CN3CCN(C(C)C)C(CCO)C3)c(C)c2c1 (stereo unspecified)	7	2
Cc1cc(C)c(S(=O)(=O)N2CCCC(C(=O)NCc3cccnc3)C2)c(C)c1 (stereo unspecified)	-6	6
Cc1ccsc1C(=O)N(Cc1nnc(-c2ccccc2Cl)o1)C1CC1	-18	18
O=C(c1ccco1)N1CCN(Cc2cc(=O)c(OCc3ccccc3Cl)co2)CC1	6	0
CC(=O)OCC[n+]1c(C)n(-c2ccccc2)c2ccc(Cl)cc21	-9	11
COc1ccc(-c2cc3nc4c(c(=O)n3[nH]2)CCC4)cc1	18	-15
Cc1ccc(COC(=O)c2cccc(S(=O)(=O)N3CCCCC3)c2)cc1	-22	-2
CCOC(=O)c1c(C)nc(-c2ccccc2)nc1NC(=O)CC	12	-4
Cc1cccc(NC(=O)c2ccc([N+](=O)[O-])o2)n1	8	-19
COc1ccc(S(=O)(=O)N2CCCCC2)cc1NC(=O)CCc1nc2ccccc2c(=O)[nH]1	-18	-7
Cc1c(C)n2c(SCC(=O)N3CCN(c4ccccc4)CC3)nnc2[nH]c1=O	13	6
CCn1c(N2CCN(S(=O)(=O)c3ccc(Cl)cc3)CC2)nc2ccccc21	-8	-5
COc1cc(NC(=O)CCl)ccc(=O)c1	16	1
Cc1nn2c(-c3ccc(Cl)cc3)ccnc2c1-c1ccccc1	-7	2
CCOC(=O)C1(CC2CC2)CCN(Cc2cc(Cl)c(O)c(OC)c2)CC1	-8	5
CCOC(=O)c1c(N)sc(C(=O)Nc2ccccc2)c1C	-7	-2
Clc1ccc(-c2nc3ncccn3c2Cl)cc1	-8	76
Cc1ccc(C(C)(C)C)cc1S(=O)(=O)Nc1cccc(C(=O)N2CCN(c3ccccn3)CC2)c1	-5	10
CC1CCCCC12NC(=O)N(CC(=O)NNC(=O)c1ccc(Br)cc1)C2=O (stereo unspecified)	2	9
O=C(NNC(=O)c1ccc(Cl)cc1Cl)c1csc(-c2cccnc2)n1	-10	6
Cc1ccc(N=C(c2cccs2)N2CCOCC2)cc1	-9	-8
c1ccc(C[C@H]2CN=C(Nc3ccccc3)N2CC2CCCCCC2)cc1	15	7

Reformatted with two lines to a compound: entries from further up.
Below each compound – TAG inh | TAG inh DAPI viability
- Cn1c(CSc2ncn[nH]2)nc2ccccc21
 : -9 | 8
- COc1ccc2[nH]c(CN3CCN(C(C)C)C(CCO)C3)c(C)c2c1 (stereo unspecified)
 : 7 | 2
- Cc1cc(C)c(S(=O)(=O)N2CCCC(C(=O)NCc3cccnc3)C2)c(C)c1 (stereo unspecified)
 : -6 | 6

Compound profiles (already shown).
Profile of `Cn1c(SCC(=O)NCC2CCCO2)nc2scc(-c3ccccc3)c2c1=O` (stereo unspecified) → TAG inh = -7; TAG inh DAPI viability = -8
Profile of `COc1ncnc2c1ncn2CCCNc1ccc(C)c(C)c1` → TAG inh = -3; TAG inh DAPI viability = 7
Profile of `Cc1ccc(C(C)(C)C)cc1S(=O)(=O)Nc1cccc(C(=O)N2CCN(c3ccccn3)CC2)c1` → TAG inh = -5; TAG inh DAPI viability = 10

The listing picks up, starting two compounds before the break.
SMILES	TAG inh	TAG inh DAPI viability
Cc1ccc(N=C(c2cccs2)N2CCOCC2)cc1	-9	-8
c1ccc(C[C@H]2CN=C(Nc3ccccc3)N2CC2CCCCCC2)cc1	15	7
O=C(NCCCCc1ccccc1)c1cccc(NC(=O)C2CCC2)c1	7	8
COC(=O)[C@H](CC(C)C)N(Cc1ccccc1)S(=O)(=O)N(Cc1ccccc1)[C@@H](CC(C)C)C(=O)OC	-2	5
CCc1ccc(Nc2n[n+](-c3ccccc3)c(-c3cccc(Cl)c3Cl)s2)cc1	-33	2
Cc1ccc(S(=O)(=O)N2CCCCC2C(=O)O)cc1 (stereo unspecified)	2	6
COc1ccc(/C=N\Nc2ncc(F)c(N3CCOCC3)n2)cc1OC	8	2
CC(C)(C)c1ccc(C(=O)NCc2nnc(SCC(=O)NCc3ccco3)o2)cc1	12	2
CCn1nc(C)c(CCC(=O)O)c1C	-5	12
CS(=O)(=O)N(CC(=O)NCc1ccco1)c1ccc(Cl)cc1Cl	-9	-9
CC1CCN(Cc2ccc(-c3nnn(CC(=O)NC4CCCCC4)n3)cc2)CC1	-1	6
O=C(NC(=S)Nc1ccc(S(=O)(=O)Nc2nccs2)cc1)c1ccc(Br)o1	6	-24
O=C(CCC1CCCCC1)NCc1ccncc1	-3	0
O=C(Nc1ccccc1[N+](=O)[O-])c1cccc(N2C(=O)CCC2=O)c1	-27	4
C=CCn1cnnc1SCC(=O)N(C)CC1COc2ccccc2O1 (stereo unspecified)	-20	9
CC(C)(C)c1ccc(C(=O)OCC(=O)NC2CC2)cc1	3	5
COc1ccccc1N1CCN(C(=O)c2c(-c3c(F)cccc3Cl)noc2C)CC1	0	-13
Cc1[nH]c2ccccc2c1C(=O)C(=O)N(C)C1CCCCC1	-10	5
O=C(N/N=C/c1ccccn1)c1c[nH]c2ccccc12	4	10
COCCNC(=O)C1(C)CCCN(C(=O)c2ccc3ccccc3c2)C1 (stereo unspecified)	5	0
O=C(COc1ccccc1Cl)N1CCN(C(=O)c2ccco2)CC1	16	-20
COCC(=O)N1CCN(c2ccc([N+](=O)[O-])cc2)CC1	-24	8
CCOc1ccc(OCCCC(=O)N(CC)CC(=O)Nc2c(F)cccc2F)cc1	26	0
Cc1cc(C)c(C#N)c(N2CCN(Cc3ccc4c(c3)OCO4)CC2)n1	-10	5
CCc1nc(N)c(C#N)c(-c2ccncc2)c1C	-4	18
Cc1nn(-c2ccccc2)c2[nH]c(=O)c(CNCc3ccc4c(c3)OCO4)cc12	-7	-7
NNC(=O)c1nnn(-c2nonc2N)c1-c1cccs1	-1	0

(listing goes on)
SMILES	TAG inh	TAG inh DAPI viability
O=C(Nc1ccccc1)c1nnsc1S(=O)(=O)c1ccc(Cl)cc1	-20	8
CC1=C/C(=C/N(C)C)C(=O)O1	-10	14
COc1ccc2cc(C(=O)NC3CCCCC3)c(=O)oc2c1	15	-7
CCc1ccc(Nc2nnc(SC3CCOC3=O)s2)cc1 (stereo unspecified)	-2	14
CCn1c(=NC(=O)CN2C(=O)CCC2=O)sc2c(C)cc(C)cc21	-18	0
COc1ccc(C2CC(O)(c3ccccc3)Oc3cc(OC)cc(OC)c32)cc1 (stereo unspecified)	-23	4
CCCCn1c(N)c(N(CC(C)C)C(=O)CN(C)S(=O)(=O)c2ccc(F)cc2)c(=O)[nH]c1=O	-5	1
CC(C)CSc1nnc2c3ccccc3n(C)c2n1	-25	-3
CC1CCN(C(=O)CCCNC(=O)Cn2cnc3sc4c(c3c2=O)CCCC4)CC1	7	-7
Cc1ccc(NCc2nnc(SCC(=O)N3CCCCC3)n2CC2CCCO2)c(C)c1 (stereo unspecified)	6	-9
C/C(=N\NC(=O)c1cc(C)nc2ccccc12)c1ccco1	8	1
COc1cccc(CNc2nc3nc(C)cc(C)n3n2)c1	-1	5
COC(=O)C[C@H]1C[C@H]2c3cc(NC(=O)C4CCOCC4)ccc3O[C@H]2[C@@H](CO)O1	1	-6
Cc1cc(C(=O)Nc2cccc(S(=O)(=O)N3CCCCC3)c2)c2ccccc2n1	-6	-2
c1cncc(-c2nc(NCCCn3ccnc3)c3ccccc3n2)c1	49	-13
CCOC(=O)C(C)Oc1nc(Oc2ccccc2)nc(N(C)C)n1 (stereo unspecified)	4	-5
O=C(NCCN=C1NS(=O)(=O)c2ccccc21)c1ccc2nccnc2c1	-31	-7
CCc1n[nH]c(=S)n1/N=C/c1ccc(N(C)c2ccccc2)cc1	-3	9
O=C(COC(=O)Cc1cccs1)NCc1ccc(F)cc1	-1	-3
COC(=O)C1=C(C)NC(=S)NC1c1ccc(-c2cc(Cl)ccc2Cl)o1 (stereo unspecified)	-17	8
CC[C@@H](C)[C@H](CN[C@H](CNC)[C@@H](C)O)NCCc1ccc(OC)cc1	10	-1
CCN(CC(=O)Nc1ccc(OC)cc1)C(=O)c1cc(-c2cccs2)nn1-c1ccccc1	0	-3
CCOC(=O)N1CCN(c2c(-c3ccc(C)c(C)c3)c(=O)c2=O)CC1	-13	-6
CCOC(=O)C(C#N)C(c1cccnc1)c1c(C)[nH][nH]c1=O (stereo unspecified)	5	-13
Cc1cc(C(=O)CSc2nnnn2C)c(C)n1-c1ccc2c(c1)OCCO2	-11	4

The list is partial (hit frequency here may not be typical).
